# UPR XBP1 act: activators of adaptive arm of unfolded protein response (XBP1). AID 463104. CHO-XBP1 luciferase reporter, IRE1-XBP1 UPR activation, luminescence; percent of tunicamycin response, DMSO as zero. activation, % at 20 µM. 0.33% of 330,000 active;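 active = versus positive control, 20 µM dose yields 30% or more activation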;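 note: 100% = tunicamycin at 10 µg/mL and 0% = DMSO only wells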
#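 Material – CHO cell line with stable XBP1 luciferase reporter · Buffer or medium – F12 plus 10% FBS · Compound – single point, 20 µM final compound, 1% DMSO · Schedule – 16-18 h cell attachment at 37 °C, then 6 h compound exposure · Signal – Steady-Glo luminescence read · Benchmarks – high control tunicamycin 10 µg/mL final, low control DMSO vehicle only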
# GRIN3A LBD mod: modulators (binders) of human NR3A ligand-binding domain. NR3A LBD differential scanning fluorimetry, Tm shift; 0% = protein alone, 100% = glycine-bound protein. Tm shift relative to glycine control, % at 25 µM. 2.5% of 340,000 active. AID 1259313;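 active = melting temperature shift of at least 10% of the positive control shift, at one fixed dose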
# CHOP UPR activ: apoptotic UPR (CHOP) activation; CHO-CHOP luciferase reporter, luminescence; percent of tunicamycin response over DMSO baseline; activation, % at 10 µM; 0.34% of 330,000 active;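 active = at 10 µM dose, activation of 40% or more, normalized to positive control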;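 note: 100% = tunicamycin at 10 µg/mL and 0% = DMSO alone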
#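 measured by = luciferase luminescence | assay system = CHO-CHOP cells, stable luciferase reporter of PERK-eIF2a-CHOP signalling | amount = 500 reporter cells seeded per well | timing = 6 h compound exposure at 37 °C after overnight seeding | controls = positive tunicamycin 10 µg/mL, negative DMSO alone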
# TIM10 inh: inhibits growth of TIM10 yeast strain; inhibition, % at 10 µM; 1.4% of 330,000 active; S. cerevisiae TIM10 strain growth, BacTiter-Glo luminescence, 24 h;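 active = inhibition of 40% or more at the single tested concentration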;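 note: wild-type TIM10 isogenic control strain grown at permissive 25 °C; 0% = DMSO yeast wells and 100% = minimal medium wells without yeast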
# tim23-1 inh: growth inhibitors of tim23-1 mutant yeast; S. cerevisiae tim23-1 growth, BacTiter-Glo luminescence, 24 h; inhibition, % at 20 µM; 1.3% of 330,000 active;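 active = growth inhibition of the mutant yeast at or above 50%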;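 note: temperature-sensitive mutant grown at 25 °C; plate controls were DMSO-treated mutant yeast for no effect and medium wells lacking yeast for full effect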
# APJ agonist: agonists of human APJ apelin receptor; P35414; CHO-K1 APJ PathHunter beta-arrestin, luminescence; 0% DMSO wells, 100% apelin; activation, % at 20 µM; 0.11% of 330,000 active;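 active = activation more than six SD over the plate average, tested at 20 µM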;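 note: 0% = DMSO alone and 100% = apelin-13 at 10 nM; some results filed as inactive read as strong as hits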
#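 Assay system: CHO-K1 APJ beta-arrestin complementation cell line / Compound: single test compound dose, 20 µM final, 1% DMSO / Times: overnight seeding, 90 min compound at 25 °C, 1 h detection / Technique: beta-gal luminescence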
# NALP3 yeast inh: NALP3 inhibition in yeast; Yeast reconstituted NLRP3/ASC/caspase-1, beta-gal luminescence, 24 h; 0.39% of 330,000 active; AID 2825; inhibition, % at 10 µM;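 active = inhibition of 50% or more; inactive = inhibition below 50%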;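 note: plate controls were induced DMSO wells for no effect and uninduced yeast grown without galactose for full effect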
# Mdm2-MdmX inh: inhibitors of human Mdm2/MdmX interaction; O15151+Q00987; SaOS-2 split-luciferase Mdm2/MdmX complementation, luminescence; inhibition, % at 8 µM; 3% of 330,000 active; AID 485346;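 active = inhibition of at least 50% at 8 µM in the primary screen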
# Target sequence (O15151 whole entry, looked up): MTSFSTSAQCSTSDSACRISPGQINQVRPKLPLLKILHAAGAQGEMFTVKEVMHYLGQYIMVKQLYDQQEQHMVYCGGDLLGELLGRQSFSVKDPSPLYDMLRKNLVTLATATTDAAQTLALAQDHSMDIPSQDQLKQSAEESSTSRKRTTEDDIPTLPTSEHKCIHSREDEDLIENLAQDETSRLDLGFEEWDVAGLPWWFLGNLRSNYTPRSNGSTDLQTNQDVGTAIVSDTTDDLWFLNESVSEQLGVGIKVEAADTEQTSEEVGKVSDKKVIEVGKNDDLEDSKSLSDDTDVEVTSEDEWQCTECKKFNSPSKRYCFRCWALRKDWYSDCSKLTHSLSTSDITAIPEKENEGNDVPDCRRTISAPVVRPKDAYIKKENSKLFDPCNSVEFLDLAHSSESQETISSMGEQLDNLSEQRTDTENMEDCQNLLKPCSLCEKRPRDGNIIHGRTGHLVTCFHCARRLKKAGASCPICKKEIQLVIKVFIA
# Target sequence (Q00987 whole entry, looked up): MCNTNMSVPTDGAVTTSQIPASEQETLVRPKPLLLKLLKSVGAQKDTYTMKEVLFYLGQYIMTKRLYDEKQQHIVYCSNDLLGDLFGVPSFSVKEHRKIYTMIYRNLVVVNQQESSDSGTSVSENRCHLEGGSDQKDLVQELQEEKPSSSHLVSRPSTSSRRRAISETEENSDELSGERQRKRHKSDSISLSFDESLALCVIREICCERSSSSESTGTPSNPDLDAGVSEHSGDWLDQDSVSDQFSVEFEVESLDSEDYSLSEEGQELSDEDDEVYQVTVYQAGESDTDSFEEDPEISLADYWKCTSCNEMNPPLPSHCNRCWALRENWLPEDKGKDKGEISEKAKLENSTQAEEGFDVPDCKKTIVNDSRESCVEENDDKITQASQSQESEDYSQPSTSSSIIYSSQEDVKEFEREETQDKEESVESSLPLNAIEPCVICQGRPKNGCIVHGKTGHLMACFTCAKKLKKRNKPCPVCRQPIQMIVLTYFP
# tim10-1 inh: inhibits growth of tim10-1 mutant yeast; inhibition, % at 20 µM; S. cerevisiae tim10-1 ts strain growth, BacTiter-Glo, 24 h; 2.2% of 330,000 active;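 active = inhibition of at least 40%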;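 note: mutant grown at 25 °C; 0% = DMSO wells with yeast and 100% = wells holding no yeast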
# * = called active by the depositor.
SMILES,UPR XBP1 act,GRIN3A LBD mod,CHOP UPR activ,TIM10 inh,tim23-1 inh,APJ agonist,NALP3 yeast inh,Mdm2-MdmX inh,tim10-1 inh
COc1cc2c(cc1OC)C(C(=O)O)C(c1ccc(C)o1)N(C)C2=O (stereo unspecified),-2,4,1.8,4,0,3,12,2,8
Cc1ccccc1NC(=O)Cn1nnc2c(cnn2-c2ccc(F)cc2)c1=O,-2,2,0.3,17,12,0,-5,-1,15
Cc1ccc(S(=O)(=O)c2nc(-c3ccco3)oc2SCC(=O)NCC2CCCO2)cc1 (stereo unspecified),-3,2,1.7,-2,12,-1,3,3,2
CC(C)C(NS(=O)(=O)c1ccc2c(c1)OCCO2)C(=O)NCCc1ccccn1 (stereo unspecified),0,4,-0.5,-2,2,-1,6,-14,16
CN1CCCCc2c1nc1c(c2N)CCCC1,-1,-1,0.2,-3,-6,-6,-11,-10,12
OCCN(CC#CC(O)(c1ccccc1)c1cccc(F)c1)CCO (stereo unspecified),0,0,0.9,4,8,-3,13,1,-7
c1ccc(C(Cc2nc(-c3cccnc3)no2)c2ccccc2)cc1,7,1,-1.8,-39,-6,1,18,-13,-10
Cc1ccc2nsnc2c1NC(=O)c1ccc2c(c1)OCCO2,0,-2,-1.3,14,8,1,32,7,-16
N#CC1=C2Sc3ccccc3N2CCCC1=O,3,0,2.8,-9,1,-4,16,-6,4
COc1ccc(C(=O)N2CCN(c3nc4ccccc4o3)CC2)cc1OC,-2,-1,2.8,-3,2,-1,17,8,-8
CCOc1ccc(NC(=O)CSc2nc3nc(C)cc(C)n3n2)cc1,-3,-1,1.3,0,20,14,19,5,0
C=CCn1cc(C(=O)NCc2cccnc2)c(=O)c2cc(S(=O)(=O)N(CC)CC)ccc21,-3,2,-2.0,14,22,-3,-9,4,22
COc1ccc(CNC(=O)CCCn2nc(C)c3c(C)n(-c4ccc(C)cc4)nc3c2=O)cc1,-2,1,-1.1,-8,5,4,4,30,-5
C=CCOc1ccc(CNCC2CCCO2)cc1 (stereo unspecified),0,-1,-1.3,2,-2,0,14,14,-13
COc1cccc(N(CC(=O)Nc2ccccc2C)S(C)(=O)=O)c1,-2,1,-0.6,19,15,0,1,-12,22
COCCNc1cc(C)nc2cc(-c3ccc(C)cc3)nn12,7,-2,3.9,12,28,-2,20,13,25
CCCCN(CCCC)S(=O)(=O)c1ccc(C(=O)Nc2nnc(CSC)o2)cc1,-3,-8,6.8,7,18,4,10,33,38
COc1cc(OC)nc(Oc2cc(C=O)ccc2OC)n1,-3,-1,-1.6,-6,17,-1,-3,7,18
Cc1cc(C(=O)NC2CCCN(Cc3ccc(Cl)cc3)C2)c(C)o1 (stereo unspecified),-6,1,-0.1,8,-3,0,13,16,0
Cc1cccc(C(=O)NCCC(=O)NCc2ccccc2Cl)c1,-2,0,-0.5,3,-7,-3,7,21,-7

# Part of the list above in order of formula weight, largest number first.
SMILES,UPR XBP1 act,GRIN3A LBD mod,CHOP UPR activ,TIM10 inh,tim23-1 inh,APJ agonist,NALP3 yeast inh,Mdm2-MdmX inh,tim10-1 inh
Cc1ccc(S(=O)(=O)c2nc(-c3ccco3)oc2SCC(=O)NCC2CCCO2)cc1 (stereo unspecified),-3,2,1.7,-2,12,-1,3,3,2
Cc1cccc(C(=O)NCCC(=O)NCc2ccccc2Cl)c1,-2,0,-0.5,3,-7,-3,7,21,-7
C=CCOc1ccc(CNCC2CCCO2)cc1 (stereo unspecified),0,-1,-1.3,2,-2,0,14,14,-13

# Additional records
SMILES,UPR XBP1 act,GRIN3A LBD mod,CHOP UPR activ,TIM10 inh,tim23-1 inh,APJ agonist,NALP3 yeast inh,Mdm2-MdmX inh,tim10-1 inh
Cn1nc(-c2ccccc2)cc1NC(=O)c1ccc(Cl)cc1,-1,-9,0.8,-26,40,2,14,10,-1
CC(C)C(NC(=O)c1ccc(Cl)cc1)C(=O)O (stereo unspecified),-1,0,-1.9,14,-1,-4,14,-21,10
CCOC(=O)c1c(-c2ccc(Cl)cc2)cn2ccccc12,1,-8,0.5,3,12,-2,-2,9,1
O=c1cc(-c2ccccc2)n(S(=O)(=O)c2ccc3ccccc3c2)o1,-1,2,-0.5,64*,21,5,-4,9,42*
CCn1c(CNC(=O)c2ccccc2Cl)cc2ccccc21,1,0,-0.1,-13,-2,-1,44,-11,6
O=S(=O)(Cc1ccc(Cl)cc1)c1ccccc1-c1nnc(-c2ccccc2)o1,-2,-8,-3.0,-18,-7,-6,15,41,8
Cn1nc(-c2ccccc2)cc1NC(=O)C1CCCCC1,-1,-1,3.3,-8,25,-3,-5,1,-20
O=C(COC(=O)c1ccccc1O)NC1CCCc2ccccc21 (stereo unspecified),-2,0,2.7,5,17,0,21,-6,2
NC(CC(=O)O)c1cccc(OCc2ccccc2)c1 (stereo unspecified),2,5,-1.2,-1,-6,-1,16,-15,9
COC(=O)CNc1nc(OC)nc(N(C)C)n1,4,0,-0.8,8,13,-6,3,14,6
COc1cc(NC(=O)c2ccco2)c(OC)cc1NC(=O)CSc1nnc(-c2cccs2)n1C,2,-7,-1.0,3,17,-3,-2,-12,19
O=C(/C=C/c1ccccc1)NC1CC2CCC1C2 (stereo unspecified),0,-6,3.0,6,25,-3,19,-38,12
Cc1ccc(N(C(=O)Cn2nnc(-c3ccc(C)o3)n2)C(C(=O)NC2CCCC2)c2ccco2)cc1 (stereo unspecified),9,-3,-0.5,-26,-4,0,1,27,4
O=C(CSc1nnc(CNC(=O)c2ccco2)o1)c1ccc(Cl)cc1,0,2,0.0,21,17,1,-1,1,28
COc1ccc(NC(=O)Cc2coc3ccc4ccccc4c23)cc1S(=O)(=O)N1CCOCC1,-3,-1,2.2,0,20,-1,5,16,6
CCOC(=O)C1CCCN(C(=O)CN(c2ccc(OC)cc2)S(=O)(=O)c2c(C)noc2C)C1 (stereo unspecified),-1,-1,1.0,7,15,-1,-12,0,18
O=C1COc2ccc(C(=O)CSc3ccc(Br)cc3)cc2N1,-3,-8,1.5,8,29,-3,5,-14,14
Cc1ccc(C)c(NC(=O)CN(C)C(=O)c2ccc3c(=O)n4c(nc3c2)CCC4)c1,0,0,-0.4,-5,10,-2,18,-25,-1
CCC1CN(C(=O)N2CCC(C(=O)NCCc3ccccc3)CC2)c2ccccc2O1 (stereo unspecified),-1,0,1.3,1,7,-1,10,14,11
O=C(CNC(=O)c1ccc(Cl)cc1)NC1CCCCC1,0,5,0.0,-13,-5,12,0,-11,-14
COc1ccc(-c2nnc(NC(=O)c3ccccc3C)o2)cc1,-2,-2,-0.3,-4,15,1,4,21,-18
O=S(=O)(c1cc(F)ccc1F)N1CCN(c2ccccn2)CC1,-1,2,0.8,-2,21,-1,-13,12,5
CC(C)(C)OC(=O)[C@H](CCCCN)NC(=O)c1nc[nH]c1C(=O)N[C@@H](CCCCN)C(=O)OC(C)(C)C,0,-1,-2.1,-6,-5,-3,8,4,-10
NS(=O)(=O)c1cccc(NC(=O)CCCNC(=O)c2ccc(Cl)cc2)c1,1,-3,0.0,10,-5,-2,8,12,-18
S=C(NCc1ccc2[nH]c3c(c2c1)CCCC3)Nc1ccccc1,-3,2,-2.8,48*,53*,-1,4,70*,46*
COc1cc(NC(=S)N(C)C)c(OC)cc1Cl,-1,-1,1.2,-12,-4,4,9,1,-11
CCOC(=O)c1c(C)n(C)c2ccc(OCC(O)CN3CCC(C)CC3)cc12 (stereo unspecified),0,1,1.1,2,-4,-7,4,-3,16
O=C(Cc1nn[nH]n1)c1ccccc1O,-3,7,0.7,-4,11,-2,11,9,0
CC1CC(Nc2ccccc2)c2ccccc2N1C(=O)c1ccncc1 (stereo unspecified),-3,0,1.9,11,32,-3,-3,11,21
Cc1ccc(Oc2ncccc2CO)cc1,1,-1,-1.1,-26,2,-4,2,-10,-18
CCOC(=O)c1c(NC(=O)COC(=O)CCOc2ccc(C)cc2)sc(C(=O)N(C)C)c1C,0,-1,0.7,4,24,-7,9,-17,20
Cn1c(S(=O)(=O)O)nc2ccccc21,-2,0,-0.1,-13,11,-1,4,2,-11
Cc1nc(C(C)NC(=O)CCc2nnc(-c3ccsc3)o2)cs1 (stereo unspecified),2,0,2.8,-10,-4,0,8,-23,12
CCOC(=O)C(CC)/C(C)=N\NC(=O)c1cccc(C)c1 (stereo unspecified),5,-2,0.2,4,11,-3,-4,14,2
O=C(COC(=O)c1cc(=O)[nH]c2ccccc12)Nc1ccc(F)cc1,0,-1,0.0,-5,3,-1,4,20,-20
Cc1ccc(-c2nn(-c3ccc(F)cc3)cc2C(=O)NC2CCC(O)CC2)cc1 (stereo unspecified),-3,-1,2.0,4,1,0,9,-2,10

# Among those listed so far, eleven have a Cl atom:
SMILES,UPR XBP1 act,GRIN3A LBD mod,CHOP UPR activ,TIM10 inh,tim23-1 inh,APJ agonist,NALP3 yeast inh,Mdm2-MdmX inh,tim10-1 inh
Cc1cc(C(=O)NC2CCCN(Cc3ccc(Cl)cc3)C2)c(C)o1 (stereo unspecified),-6,1,-0.1,8,-3,0,13,16,0
Cc1cccc(C(=O)NCCC(=O)NCc2ccccc2Cl)c1,-2,0,-0.5,3,-7,-3,7,21,-7
Cn1nc(-c2ccccc2)cc1NC(=O)c1ccc(Cl)cc1,-1,-9,0.8,-26,40,2,14,10,-1
CC(C)C(NC(=O)c1ccc(Cl)cc1)C(=O)O (stereo unspecified),-1,0,-1.9,14,-1,-4,14,-21,10
CCOC(=O)c1c(-c2ccc(Cl)cc2)cn2ccccc12,1,-8,0.5,3,12,-2,-2,9,1
CCn1c(CNC(=O)c2ccccc2Cl)cc2ccccc21,1,0,-0.1,-13,-2,-1,44,-11,6
O=S(=O)(Cc1ccc(Cl)cc1)c1ccccc1-c1nnc(-c2ccccc2)o1,-2,-8,-3.0,-18,-7,-6,15,41,8
O=C(CSc1nnc(CNC(=O)c2ccco2)o1)c1ccc(Cl)cc1,0,2,0.0,21,17,1,-1,1,28
O=C(CNC(=O)c1ccc(Cl)cc1)NC1CCCCC1,0,5,0.0,-13,-5,12,0,-11,-14
NS(=O)(=O)c1cccc(NC(=O)CCCNC(=O)c2ccc(Cl)cc2)c1,1,-3,0.0,10,-5,-2,8,12,-18
COc1cc(NC(=S)N(C)C)c(OC)cc1Cl,-1,-1,1.2,-12,-4,4,9,1,-11

# Screens as filed in PubChem BioAssay.
